High-throughput results from PubChem BioAssay.
MCF10A rereplic = DNA re-replication induction in MCF 10a cells. 2.9% of 350,000 active. Potency, µM (titrated, usually from 46.1 µM), without a hit: at the top dose activity, positive = re-replication, usual class: activators. AID 624296. MCF 10A DNA re-replication, Hoechst nuclear intensity, 48 h; also: potency is read from the fitted curve at half-maximal effect; % of control where 0% means no effect; nearly all actives have a fitted effect of over 50% in size
ATXN viability = reduces viability in counter-screen for ATXN expression inhibitors; Potency, µM (titrated, usually from 56.7 µM), usual class: cytotoxic; 0.49% of 400,000 active; S2 cells (HEK-293 line with an ATXN2-luciferase reporter) viability, CellTiter-Fluor protease fluorescence, 24 h; AID 651635; also: potency is read from the fitted curve at half-maximal effect; nearly all actives have a fitted effect of over 40% in size
HT1080NT lethal = kills 2HG-producing HT-1080-NT fibrosarcoma cells | HT-1080-NT fibrosarcoma viability, CellTiter-Glo ATP luminescence, 48 h | Potency, µM (highest dose often 46.1 µM), without a hit: at the highest dose activity, negative = less viability, hits mostly cytotoxic | 1.6% of 360,000 active | AID 686970;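 also: NT is the 2HG producing partner of a matched IDH1 knockdown line; potency is read from the fitted curve at half-maximal effect; 0% = DMSO-treated cells and -100% = media-only wells without cells; nearly all actives have a fitted effect of over 55% in size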
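Compounds were tested in concentration-response format on HT-1080-NT cells for 48 hours at 37 degrees C. Cell viability came from CellTiter-Glo luminescence; curves were classified by r2, response magnitude and activity.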
HepG2 viability = counter-screen for TGF-b inhibitors: cytotoxicity in HepG2 cells; HepG2 CAGA-GFP viability, ATP luminescence, 18 h; Potency, µM (series often up to 46.1 µM), without a hit: top-dose activity change, negative = cytotoxicity, usual class: cytotoxic; 0.76% of 410,000 active; also: potency is read from the fitted curve at half-maximal effect; some results filed as inactive show a strong effect at the top dose
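CellTiter-Glo luminescence gave cytotoxicity after 18 hours at 37 degrees C. The cells were HepG2 CAGA-GFP in 1% FBS DMEM, stimulated with 500 pg/mL TGF-beta after compound addition. %Activity was normalised to no-cell wells (complete cell-killing) and DMSO (no toxicity), and curves were fitted and classified.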
KB-3-1 cytotox = kills parental KB-3-1 adenocarcinoma cells | 1.4% of 400,000 active | Potency, µM (titrated, usually from 46.1 µM), for the others: at the top dose activity change, negative = cytotoxic, actives largely listed as cytotoxic | KB-3-1 viability, CellTiter-Glo ATP luminescence, 72 h; also: potency is read from the fitted curve at half-maximal effect; % is scaled to controls: 0 for no effect and ±100 for the full control effect; nearly all actives have a fitted effect of over 60% in size
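Cytotoxicity in the drug-sensitive parental line KB-3-1 was scored as loss of CellTiter-Glo luminescence following 72 h incubation with compound. Values come from curve fitting of normalized concentration-response data.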
HT1080 IDH1KD tx = kills HT-1080 cells with IDH1 knockdown; HT-1080 IDH1 knockdown viability, ATP luminescence, 48 h; Potency, µM (doses to about 46.1 µM), inactives show top-dose activity, negative = toxicity, usual class: cytotoxic; 2% of 360,000 active;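 also: potency is read from the fitted curve at half-maximal effect; 0% = DMSO wells and -100% = cell-free medium wells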
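HT-1080-IDH1KD cells (IDH1 knocked down), 750/well in RPMI with 5% FBS, treated with compound 48 h at 37 degrees C. Viability by CellTiter-Glo luminescence, normalised to DMSO and no-cell wells; concentration-response curves classed.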
SW480 rereplic = inducers of DNA re-replication in SW480 colon cancer cells; AID 624297; Potency, µM (top dose mostly 46.1 µM), for the others: at the top dose re-replication activation, usual class: activators; 1.8% of 340,000 active; SW480 DNA re-replication, Hoechst DNA content imaging, 48 h; also: potency is read from the fitted curve at half-maximal effect; % of control where 0% means no effect; nearly all actives have a fitted effect of over 55% in size
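SW480 cells exposed to compounds for 48 hr at 37 C, 5% CO2, then Hoechst-stained 40 min. Nuclear DNA content imaged by fluorescence scanning (405 nm excitation, 500-530 nm emission); re-replication scored as increased high-intensity nuclei.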
IL-1B inflam inh = inhibitors of inflammasome signaling (IL-1 beta secretion); THP-1 LPS/ATP IL-1B secretion, AlphaLISA, 16 h; stronger effect = lower value; activity change, % at 57.5 µM; 4.7% of 360,000 active; AID 743279; in the data active = activity change below about -50%; inconclusive = mostly about -30% to -49%; also: % is scaled to controls: 0 for no effect and ±100 for the full control effect
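Secreted IL-1B measured by AlphaLISA bead assay after 16 h compound exposure of THP-1 cells; compounds (final up to 57.5 uM) added 1 h before LPS (250 ng/mL) and ATP (1.25 mM) stimulation; lower signal means less secretion.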
ATXN2 expr inh = ATXN2 expression inhibition | HEK-293 ATXN2-luciferase reporter, luminescence, 24 h | Potency, µM (top dose mostly 57 µM), for the others: top-dose activity change, negative = inhibition, hits mostly inhibitors | 0.72% of 360,000 active; also: potency is read from the fitted curve at half-maximal effect; % is scaled to controls: 0 for no effect and ±100 for the full control effect; nearly all actives have a fitted effect of over 55% in size
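qHTS (up to 57 uM final) was run with 24 h compound exposure of reporter cells at 37 °C. Each well was multiplexed: SteadyGlo luminescence measured ATXN2-luciferase expression after a fluorogenic Gly-Phe-AFC viability readout (25 uM final).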
An asterisk follows results filed as active; i = inactive; ? = inconclusive; / = no result given; [ ] = another dose, or the depositor's remark. Unless noted, calls follow the shape of the dose curve; as a rule, active = well fitted curve in the direction sought with a large enough effect; inconclusive = small, poorly fitted or top-dose-only effect, or another doubt; inactive = no such curve, though single readings can be large; an effect the other way counts as inactive or inconclusive.

1) COc1ccc(C(CC(=O)O)NC(=O)COc2ccc(C)cc2)cc1OC (stereo unspecified)
2) N#Cc1ccc(C(=O)N2CCN(S(=O)(=O)c3ccc(Br)s3)CC2)cc1
3) COc1ccc(-n2c(SCC(=O)Nc3ccc(C)cc3)nc(O)c(Cc3ccccc3)c2=O)cc1
4) CN(Cc1ccccc1)C(=O)COC(=O)COc1ccc(Cl)cc1
5) C[C@@H]1CCCCCCCCC(=O)OCCN[C@H](C)CCCCCCCCC(=O)OCCN[C@H](C)CCCCCCCCC(=O)OCCN1
6) COc1ccc(/C(O)=C/c2nc3ccc(C(=O)NCCc4cccc(C)c4)cc3[nH]c2=O)cc1OC
7) COc1ccc(/C=C/c2nnc(NC(=O)COc3ccccc3)s2)cc1
8) COc1ccc(-c2noc(CSc3nnc(-c4ccncc4)n3-c3ccc(C)cc3)n2)cc1OC
9) Cc1cccc(C)c1NC(=O)C(c1cccc([N+](=O)[O-])c1)N(C)C(=O)c1ccccn1 (stereo unspecified)
10) Cc1ccc(C)c(S(=O)(=O)N(C(=O)c2ccncc2)c2ccc(OC(=O)c3ccncc3)cc2)c1

Screen / compound no.	1	2	3	4	5	6	7	8	9	10
MCF10A rereplic	-22%	1%	-5%	-6%	?	?	?	/	16%	?
ATXN viability	i	i	?	i	20µM*	?	i	i	?	i
HT1080NT lethal	21%	3%	8%	0%	-26%	8%	-4%	/	0%	0%
HepG2 viability	16%	-10%	-2%	-12%	-64%	11%	-8%	1%	-16%	-45%
KB-3-1 cytotox	12%	3%	8%	-4%	7%	10µM*	-1%	-8%	-6%	-2%
HT1080 IDH1KD tx	18%	3%	22%	-5%	-24%	17%	2%	/	-1%	-4%
SW480 rereplic	-5%	-3%	-17%	-1%	?	?	1%	/	-10%	-31%[inhibitor]
IL-1B inflam inh	2	-14	i	-1	-59*	67	-10	/	2	-7
ATXN2 expr inh	4%	/	5%	-9%	?	?	-10%	-4%	-10%	/

11) CCOc1ccc(-c2nc(SCC(=O)Nc3cc(F)ccc3F)n3[nH]c(=O)cc3n2)cc1
12) CCCCCCC1CC(CC(=O)Nc2ccc([N+](=O)[O-])cc2)C(=O)O1 (stereo unspecified)
13) Cc1ccc(NC(=O)N2CCC(C(=O)NCc3ccccc3)CC2)cc1
14) CCSC1=C(C#N)C(c2cccc(Br)c2)CC(=O)N1 (stereo unspecified)
15) CCCn1c2ccccc2c2nnc(SC(CC)C(=O)Nc3cc(C)on3)nc21 (stereo unspecified)
16) COc1ccccc1NC(=S)N(Cc1ccco1)Cc1cc2cccc(C)c2[nH]c1=O
17) COCCNC(=O)CCCCCn1c(=S)[nH]c2ccccc2c1=O
18) CC(C(=O)NCCN1C(=O)S/C(=C\c2cccnc2)C1=O)N1C(=O)c2ccccc2C1=O (stereo unspecified)
19) Cc1noc(C)c1S(=O)(=O)N1CCC(C(=O)NC2CCCc3ccccc32)CC1 (stereo unspecified)
20) COc1ccc(S(=O)(=O)Nc2ccccc2OC)cc1NC(=O)CC1CC2CCC1C2 (stereo unspecified)

Screen / compound no.	11	12	13	14	15	16	17	18	19	20
MCF10A rereplic	/	9%	?	?	7%	13%	0%	1%	1%	?
ATXN viability	i	i	i	i	i	i	/	i	i	i
HT1080NT lethal	/	-8%	-20%	-9%	-13%	-2%	-3%	-2%	-4%	-12%
HepG2 viability	-2%	2%	-19%	-3%	-6%	-14%	-21%	-58%	-13%	-5%
KB-3-1 cytotox	5%	-23%	9%	-11%	-24%	2%	-6%	-3%	4%	7%
HT1080 IDH1KD tx	/	-28%	2%	4%[9.24 µM]	-13%	-8%	-10%	-1%	0%	-9%
SW480 rereplic	/	-2%	-4%	?	3%	-2%	-23%	-1%	0%	5%
IL-1B inflam inh	/	-61*	2	?	?	-19	-16	6	-10	2
ATXN2 expr inh	1%	-22%	5%	-16%	-4%	-18%	/	4%	-4%	-11%

21) O=C(C(=O)N1CCN(Cc2ccc3c(c2)OCO3)CC1)c1c[nH]c2ccccc12
22) CC(Oc1ccc(Cl)cc1Cl)C(=O)Nc1ccc(N2CCN(C)CC2)cc1 (stereo unspecified)
23) COc1ccccc1-n1nc(-c2ccccc2)c2cnc3cc(C(F)(F)F)ccc3c21
24) O=C(NC1CCCCC1)C1CCCN(c2nnnn2-c2ccccc2)C1 (stereo unspecified)
25) CCn1c(Cc2c(C)[nH]c3ccccc23)nnc1SCC(N)=O
26) COc1ccc(NC(C)=O)cc1NC(=O)C1(c2cccs2)CCOCC1
27) CCN1c2ccccc2S(=O)(=O)c2ccccc21
28) O=C(C[n+]1ccccc1)c1ccc(NC(=O)c2ccccc2)cc1
29) Cc1ccc(CC(CC(=O)Nc2cccc(C(F)(F)F)c2)C(=O)O)cc1 (stereo unspecified)
30) CC(=O)Oc1ccc2ccc(=O)oc2c1

Screen / compound no.	21	22	23	24	25	26	27	28	29	30
MCF10A rereplic	1%	?	/	4%	-10%	/	1%	27%	1%	-54%[inhibitor]
ATXN viability	i	?	i	i	i	i	i	i	i	/
HT1080NT lethal	-3%	?	/	21%	3%	/	-9%	-8%	-8%	-3%
HepG2 viability	-32%	-49%	2%	-54%	4%	-11%	-21%	9%	1%	-11%
KB-3-1 cytotox	-6%	?	-17%	-7%	4%	-2%	0%	-19%	0%	?
HT1080 IDH1KD tx	-11%	?	/	-7%	17%	/	-1%	-1%	-1%	?
SW480 rereplic	-3%	?	/	-3%	-14%	/	-8%	7%	0%	-29%
IL-1B inflam inh	24	-27	/	-17	24	/	30	-15	-3	-8
ATXN2 expr inh	-19%	-28%	11%	-17%	-1%	8%	4%	11%	/	-10%

31) O=C(COc1ccccc1Cl)OCc1cc(=O)n2nc(C3CCCCC3)sc2n1
32) COc1ccccc1N1CCN(C(=O)COc2ccc(S(=O)(=O)NC(C)C)cc2)CC1
33) CN(C(=O)c1ccccc1NC(=O)C(F)(F)F)c1ccccc1
34) O=S(=O)(NCCSc1ccc(Cl)cc1)c1ccc2c(c1)OCCO2
35) CC(OC(=O)c1ccc(-n2cnnn2)cc1)C(=O)Nc1ccccc1[N+](=O)[O-] (stereo unspecified)
36) CC1CCN(C(=O)Cn2cc([N+](=O)[O-])ccc2=O)c2ccccc2S1 (stereo unspecified)
37) Cc1nn(CCC(=O)NC(C)C)c(=O)c2nn(-c3ccccc3)c(C)c12
38) Cc1ccc(C(=O)OCC(=O)Nc2ccc(C)c(S(=O)(=O)N3CCCCC3)c2)c(O)c1
39) CCCCN(C)CCNC(=O)c1cn(C)c(=O)c2c1c1ccccc1n2C
40) O=S(=O)(c1cccc2nsnc12)N1CCOCC1

Screen / compound no.	31	32	33	34	35	36	37	38	39	40
MCF10A rereplic	/	-2%	-2%	5%	6%	0%	/	/	2%	-2%
ATXN viability	i	i	i	i	/	i	i	?	i	i
HT1080NT lethal	/	8%	-2%[9.24 µM]	-17%	0%	10%	/	-3%	10%	14%
HepG2 viability	3%	1%	-7%	-18%	-7%	-8%	2%	1%	-4%	-4%
KB-3-1 cytotox	1%	17%	1%	0%	-2%	12%	0%	-13%	0%	25%
HT1080 IDH1KD tx	/	20%	-6%	-13%	-1%	9%	/	-4%	4%	8%
SW480 rereplic	/	-2%	-1%	-1%	-10%	-1%	/	/	-2%	-11%[9.22 µM]
IL-1B inflam inh	/	37	0	6	30	21	/	0	-8	3
ATXN2 expr inh	4%	0%	-4%	-9%	/	-7%	11%	/	-19%	8%

Ordered by the number under SW480 rereplic (falling): 3 of the compounds above.
no. | Molecule | SW480 rereplic | IL-1B inflam inh
34 | O=S(=O)(NCCSc1ccc(Cl)cc1)c1ccc2c(c1)OCCO2 | -1% | 6
32 | COc1ccccc1N1CCN(C(=O)COc2ccc(S(=O)(=O)NC(C)C)cc2)CC1 | -2% | 37
35 | CC(OC(=O)c1ccc(-n2cnnn2)cc1)C(=O)Nc1ccccc1[N+](=O)[O-] (stereo unspecified) | -10% | 30

Going on with the list.
41) COC(=O)CNC(=O)CSc1ccccn1
42) COC(=O)c1ccc(COc2ccccc2/C=N/NC(=O)c2cccnc2)cc1
43) CCOC(=O)/C(C#N)=C/c1c(N2CCCCCC2)nc2ccccn2c1=O
44) COc1ccc(OCC(=O)Nc2ccc(-c3nc4cc(Cl)ccc4o3)cc2)cc1
45) COc1ccc(CC(=O)Nc2cc(S(=O)(=O)N3CCOCC3)ccc2N2CCOCC2)cc1
46) Cc1nonc1OCCNc1ccc([N+](=O)[O-])cc1[N+](=O)[O-]
47) COc1ccc(Cl)cc1C(=O)OCC(=O)N1CCCC(C)C1 (stereo unspecified)
48) O=C(CC[C@H]1O[C@@H](n2ccc(=O)[nH]c2=O)[C@H](O)[C@@H]1O)N[C@@H](Cc1ccccc1)C(=O)NCC1CCCO1 (stereo partly specified)
49) Brc1ccc(-c2cnnc(N3CCCC3)n2)cc1

Screen / compound no.	41	42	43	44	45	46	47	48	49
MCF10A rereplic	0%	?	26%	/	?	0%	0%	/	0%
ATXN viability	i	i	i	i	i	i	i	i	i
HT1080NT lethal	-2%	?	0%	/	-6%	-9%	3%	?	-4%
HepG2 viability	-1%	-11%	0%	-10%	4%	33%	-8%	-5%	0%
KB-3-1 cytotox	6%	3%	-4%	14%	2%	-10%	5%	0%	-12%
HT1080 IDH1KD tx	2%	?	-2%	/	-5%	-2%	9%	22%	-5%
SW480 rereplic	-5%	?	-59%[inhibitor]	/	?	/	0%	/	-6%
IL-1B inflam inh	2	9	4	/	16	-3	-9	5	-16
ATXN2 expr inh	-13%	16%[11.3 µM]	/	35%[activator]	-20%	-2%	-2%	12%	8%
